AmpC inh detg: qHTS Inhibitors of AmpC Beta-Lactamase (assay with detergent). P00811. AmpC hydrolysis of nitrocefin, absorbance 480 nm, 0.01% Triton. Potency, µM (series often up to 114 µM), for inactives: top-dose activity change, negative = inhibition, most hits filed as inhibitors. 370,000 tested, 0.041% active. AID 485294, 2010;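 further: potency means the concentration at half of the fitted maximal effect; 0% = no-compound wells and -100% = no-enzyme wells; nearly all actives have a fitted effect of over 25% in size; some results filed as inactive show a strong effect at the top dose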
Target sequence (P00811 whole entry, looked up): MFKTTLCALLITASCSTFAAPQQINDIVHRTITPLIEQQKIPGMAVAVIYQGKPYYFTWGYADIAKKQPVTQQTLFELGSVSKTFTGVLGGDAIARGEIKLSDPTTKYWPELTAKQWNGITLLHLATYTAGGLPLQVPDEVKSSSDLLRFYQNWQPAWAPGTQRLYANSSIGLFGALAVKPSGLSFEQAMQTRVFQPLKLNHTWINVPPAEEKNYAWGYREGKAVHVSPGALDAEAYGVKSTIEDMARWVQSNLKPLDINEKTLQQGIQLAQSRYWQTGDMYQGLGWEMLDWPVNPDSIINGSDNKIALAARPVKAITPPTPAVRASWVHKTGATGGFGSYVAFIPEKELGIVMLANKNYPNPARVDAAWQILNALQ
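20 mM phosphate pH 7.0 + 0.01% (detergent screen) or 0.0001% Triton X-100; 5.3 nM AmpC reagent; cpd preinc 15 min RT; nitrocefin (800 uM stock) to start; A480 q20 s × 4 min; Activity was normalised to no-enzyme and no-compound control wells.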
TbPYK inhibitor: qHTS of Trypanosoma Brucei Inhibitors; pyruvate kinase (Trypanosoma brucei), Q57TT1; TbPYK enzyme, Kinase-Glo Plus ATP luminescence, 45 min; Potency, µM (top dose mostly 76.8 µM), without a hit: at the highest dose activity, negative = inhibition, usual class: inhibitors; 410,000 tested, 0.12% active; AID 624173, 2012; further: potency means the concentration at half of the fitted maximal effect; nearly all actives have a fitted effect of over 50% in size
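T. brucei PYK with substrate was exposed to pin-transferred compounds across a concentration series, then started with 130 uM ADP (final). After 45 min at room temperature, Kinase-Glo Plus luminescence was read, normalized and curve-fitted.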
HCMV antiviral: qHTS Assay for inhibitors of the human cytomegalovirus (HCMV); HFF cells, HCMV-luciferase reporter, 72 h; hits give low values; activity change, negative = inhibition, % at 57.5 µM; 410,000 tested, 4.5% active; AID 1259415, 2018; in the data active means activity change below about -60%; inconclusive means no clear call, values can overlap the other calls; inactive means above about -39%
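Two compound doses tested in HFFs infected with HCMV-luciferase, MOI 1 PFU/cell, 72 h at 37C. Lysate luminescence read with OneGlo; data normalized against buffer-only and 10uM Salinomycin inhibitor controls.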
LmPK inhibitor: qHTS Assay for Inhibitors of Leishmania Mexicana Pyruvate Kinase (LmPK); Q27686; purified LmPK, Kinase-Glo ATP luminescence, 1 h; Potency, µM (series often up to 57.5 µM), inactives show at the highest dose activity change, negative = inhibition, actives largely listed as inhibitors; 290,000 tested, 0.37% active; AID 1721, 2009; further: potency means the concentration at half of the fitted maximal effect
Target sequence (Q27686 whole entry, looked up): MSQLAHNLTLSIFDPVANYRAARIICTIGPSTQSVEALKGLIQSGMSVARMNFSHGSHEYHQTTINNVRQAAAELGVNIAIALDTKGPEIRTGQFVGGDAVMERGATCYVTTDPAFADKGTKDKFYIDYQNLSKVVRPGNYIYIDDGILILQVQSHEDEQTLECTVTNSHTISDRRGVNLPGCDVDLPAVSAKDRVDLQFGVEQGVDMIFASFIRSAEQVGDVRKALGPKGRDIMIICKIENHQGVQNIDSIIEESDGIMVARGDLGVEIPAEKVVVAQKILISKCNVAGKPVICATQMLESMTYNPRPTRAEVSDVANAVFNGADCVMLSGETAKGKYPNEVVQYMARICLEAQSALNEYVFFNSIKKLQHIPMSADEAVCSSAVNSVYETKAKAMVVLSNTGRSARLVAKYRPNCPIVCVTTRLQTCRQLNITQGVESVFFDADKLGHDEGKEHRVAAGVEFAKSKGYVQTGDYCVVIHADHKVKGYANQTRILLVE
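Purified LmPK (0.1 nM) with 0.5 mM PEP and 0.1 mM ADP in imidazole buffer pH 7.2 with MgCl2/KCl, 1 h at room temperature. ATP formed was read by luciferase luminescence and normalized to no-enzyme and uninhibited controls.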
HCV inh: qHTS Assay for Inhibitors of Hepatitis C Virus (HCV); Potency, µM (titrated, usually from 41.8 µM), without a hit: at the top dose activity change, negative = inhibition, most hits filed as inhibitors; AID 651820, 2012; 340,000 tested, 3.4% active; Huh7.5.1 HCVcc-Cre infection, luciferase reporter, 44 h; further: potency means the concentration at half of the fitted maximal effect
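Infectious HCV cell culture screen: compound-treated cells (1,000/well, pre-plated 4 h) are infected with HCVcc-Cre at roughly 0.5 moi and grown 44 h. Infection is quantified by luciferase signal after 15 min substrate incubation at room temperature.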
AMA1 RON2 block: qHTS for Inhibitors of AMA1-RON; Towards Development of Antimalarial Drug Lead: Primary Screen; 360,000 tested, 0.2% active; AlphaScreen AMA1-biotinylated RON2 peptide binding; Potency, µM (series often up to 58.2 µM), for the others: at the highest dose activity change, negative = inhibition, most hits filed as inhibitors; Plasmodium falciparum AMA1 (3D7) - RON2 peptide interaction;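 further: potency means the concentration at half of the fitted maximal effect; 0% = vehicle wells and -100% = peptide control; nearly all actives have a fitted effect of over 45% in size; some results filed as inactive show a strong effect at the top dose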
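AMA1 (3D7) with his tag at 25 nM final met compounds first, then biotinylated RON2 peptide at 25 nM; detection used donor plus acceptor beads, 10 µg/mL apiece, read by AlphaScreen after 30 min at room temperature.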
AmpC inh no detg: qHTS Inhibitors of AmpC Beta-Lactamase (assay without detergent); P00811; AmpC nitrocefin hydrolysis, absorbance 480 nm, 0.0001% Triton; Potency, µM (highest dose often 57.1 µM), for inactives: top-dose activity change, negative = inhibition, most hits filed as inhibitors; 330,000 tested, 0.52% active;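 further: potency means the concentration at half of the fitted maximal effect; plate controls were no compound for no effect and no enzyme for full effect; nearly all actives have a fitted effect of over 20% in size; some results filed as inactive show a strong effect at the top dose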
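AmpC (5.3 nM in the dispensed reagent) in 20 mM phosphate pH 7.0 with 0.01% (detergent screen) or 0.0001% Triton X-100 was preincubated with compounds for 15 min at room temperature. Nitrocefin was then added from an 800 uM solution, and hydrolysis was followed at 480 nm.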
Numbers without * were called inactive; ? = inconclusive; / = no result given; & = joins results of further samples; [ ] = remark or other dose. Unless noted, the call rests on the fitted dose curve; in most records, active means well fitted curve in the direction sought with a large enough effect; inconclusive means small, poorly fitted or top-dose-only effect, or another doubt; inactive means no such curve, though single readings can be large; an effect the other way counts as inactive or inconclusive. Unless noted, on the % scale 0 is the no-effect control and ±100 the full control effect.

SMILES	AmpC inh detg	TbPYK inhibitor	HCMV antiviral	LmPK inhibitor	HCV inh	AMA1 RON2 block	AmpC inh no detg
N#CCCN(Cc1ccccc1)C(=O)Nc1ccc(F)cc1	5%	2%	40	4%	-6%	-8%	-8%
O=S(=O)(Nc1cccc(-c2ccc(N3CCOCC3)nn2)c1)c1ccc(F)cc1F	-4%	-1%	64	/	/	/	/
COCCCNC(=O)NC(CCC(C)C)c1c(-n2cccc2)sc2c1CCN(C)C2 (stereo not drawn)	13%	-2%	11	/	/	/	/
CC(C)C(=O)Nc1nnc(SCC(=O)Nc2ccc3c(c2)OCO3)s1	6%	6%	-2	11%	-7%	13%	-9%
Cc1noc(C)c1C(=O)OCC(=O)NCCC1=CCCCC1	4%	1%	-2	2%	3%	4%	-12%
Cc1nc(SCC(=O)N2CCN(c3ccccc3)CC2)n[nH]1	-12%	-6%	-17	-1%	15%	-2%	-18%
COCCNC(=S)N(CCc1c(C)[nH]c2ccc(F)cc12)Cc1cccnc1	3%	5%	27	-1%	-28%	4%	83%[activator]
COc1cnn(-c2ccc(Br)cc2)c(=O)c1SCc1ccccc1	-2%	-1%	15	0%	-11%	2%	-3%
O=C(NNC(=S)NCc1ccco1)c1ccc(Cl)s1	-8%	-11%	11	5%	11%	91%[activator]	-17%
O/N=C(\c1ccc2c(c1)OCCO2)C1CCCCC1	-7%	-5%	18	3%	-26%	1%	-11%
O=C1CC[C@@H](O)CCN1CC[C@H](Sc1ccc(Br)cc1)c1ccccc1	6%	-12%	30	/	-26%	-9%	228%[activator]
O=C(NCCCN1CCN(CCCNC(=O)c2ccc3c(c2)OCO3)CC1)c1ccc2c(c1)OCO2	5%	1%	1	2%	0%&11%	5%	0%
CCOC(=O)c1cnn2c(C)cc(-c3ccc(F)cc3)nc12	?	-8%	14	1%	?	2%	22%
Cn1nc(C(C)(C)C)cc1C(=O)N1CCCCC1c1cc(C(=O)Nc2cccc(C#N)c2)no1 (stereo not drawn)	/	3%	-13	/	/	-16%	/
CCc1nc2ccccc2c(C(=O)OCC(=O)Nc2ccc(NC(C)=O)cc2)c1C	/	9%	?	/	?	10%	-7%
COc1ccc(NC(=O)COc2ccc(-c3nn(C)c(=O)c4ccccc34)cc2)cc1	5%&8%	3%&-2%	3&-23	5%	-23%	-1%	-14%
Cc1nn(Cc2ccc(C(=O)Nc3nccs3)cc2)c(C)c1Cl	-15%	-14%	-22	2%	-21%	-1%	-17%
COc1c(Cl)ccc(Cl)c1C(=O)NCc1ccco1	-6%	-29%	-15	3%	13%	-15%	-7%
COC(=O)c1cc(C)sc1NC(=O)CSc1ncccn1	-13%	-23%	2	-3%	-13%	38%[activator]	9%
Cc1ccc(O)c(NC(=O)C2=CC(c3cccs3)=NS(=O)(=O)N2C)c1	-6%&0%	5%&-3%	8&14	2%	-5%	31%[activator]	-40%

Structural class, the compounds so far with two or more sulfur atoms.
SMILES	AmpC inh detg	TbPYK inhibitor	HCMV antiviral	LmPK inhibitor	HCV inh	AMA1 RON2 block	AmpC inh no detg
CC(C)C(=O)Nc1nnc(SCC(=O)Nc2ccc3c(c2)OCO3)s1	6%	6%	-2	11%	-7%	13%	-9%
O=C(NNC(=S)NCc1ccco1)c1ccc(Cl)s1	-8%	-11%	11	5%	11%	91%[activator]	-17%
COC(=O)c1cc(C)sc1NC(=O)CSc1ncccn1	-13%	-23%	2	-3%	-13%	38%[activator]	9%
Cc1ccc(O)c(NC(=O)C2=CC(c3cccs3)=NS(=O)(=O)N2C)c1	-6%&0%	5%&-3%	8&14	2%	-5%	31%[activator]	-40%

Carrying on.
SMILES	AmpC inh detg	TbPYK inhibitor	HCMV antiviral	LmPK inhibitor	HCV inh	AMA1 RON2 block	AmpC inh no detg
COc1ccccc1C(=O)NC(=O)COC(=O)Cn1[nH]c(=O)c2ccccc2c1=O	-20%	1%	?	/	17%	6%	-21%
CN(CC(=O)Nc1ccc(F)cc1)C(=O)Cc1ccsc1	-10%	8%	-12	/	-10%	-4%	-37%
O=C(NCCc1cccs1)C1CC(c2c(Cl)cccc2Cl)=NO1 (stereo not drawn)	?	-3%	-13	2%	-10%	24%	27%
COCC(=O)NNC(=O)c1ccc(OC)cc1	4%	-5%	28	0%	?	2%	-10%
CN1CCN(c2ccc([N+](=O)[O-])cc2NC(=O)c2ccccc2Cl)CC1	-9%	-5%	22	0%	-19%	20%	3%
O=C(C1CCC(Cn2c(=O)c3sccc3n(Cc3cccc(F)c3)c2=O)CC1)N1CCOCC1 (stereo not drawn)	2%	-5%	-35	/	/	/	/
Cc1ccc(-c2nc3cc(NC(=O)C(C)C)ccc3o2)cc1	-12%	7%	41	0%	?	-4%	-5%
COc1ccc(S(=O)(=O)N2CCOCC2)c2ccccc12	-8%	8%	59	3%	-7%	-6%	13%
Cc1ccc(S(=O)(=O)N[C@H](C(=O)OCC(=O)NC(=O)c2cccn2C)C(C)C)cc1	/	5%	44	/	?	-12%	/
COc1ccc(C2=NN(S(C)(=O)=O)C(c3cccs3)C2)cc1 (stereo not drawn)	-8%	-1%	137	?	28%	-17%	15%
CN(C)CCn1c(=O)n(-c2ccc(F)cc2)c(=O)c2c3c(sc21)CCCCC3	14%	-4%	-16	5%	3%	-13%	22%
COc1ccc(C(=O)NNS(=O)(=O)c2ccccc2)cc1OC	-6%	3%	-12	1%	14%	7%	-12%
O=C(Nc1ccccc1Cl)C1CC(=O)n2c(nc3ccccc32)N1 (stereo not drawn)	5%	/	6	1%	/	/	-8%
Cc1ccc(Sc2cc(C(=O)c3ccccc3C(=O)O)ccc2[N+](=O)[O-])cc1	-18%	2%	-14	1%	12%	-6%	-35%
CCC1([N+](=O)[O-])COC(c2ccc(Cl)cc2)OC1 (stereo not drawn)	/	0%	-29	/	2%	12%	/
Cc1ccc(C)c(CN2C(=O)C(O)(c3c[nH]c4ccccc34)c3ccccc32)c1 (stereo not drawn)	-3%	6%	-30	/	/	/	/
O=C1Nc2cc(C(=O)NCCN3CCCCCC3)ccc2S/C1=C\c1ccccc1	-5%	-3%	-100*	-12%	14µM*	-20%	193%[activator]
COc1cc(OC)cc(-c2cc3ccc(F)cc3cn2)c1	/	-8%	60	/	?	32%	-12%
O=c1cc(COc2ncnc3c(Cl)cc(Cl)cc23)nc2sccn12	-2%	0%	-25	-3%	18%	0%	-11%
O=C(NCCc1nnc2ccc(SCC(=O)N3CCCC3)nn12)c1ccccc1	1%	3%	11	6%	11%	-4%	0%
Nc1cc(=O)[nH]c(SCC(=O)Nc2cc([N+](=O)[O-])ccc2Cl)n1	2%	-16%	-39	4%	-10%	4%	-26%
O=C1CCCc2ccccc2N1	-8%	-11%	-25	15%	1%	-3%	120%[activator]
NC(Cc1ccc(F)cc1)c1csc(Nc2cnccn2)n1 (stereo not drawn)	/	-7%	202	/	/	90%[activator]	/
O=C(/C=C/c1ccc([N+](=O)[O-])cc1)OCc1cnc(-c2ccccc2)o1	0%	-7%	24	2%	8%	-2%	-16%
O=C(/C=C/c1cccc([N+](=O)[O-])c1)N1CC[C@@]2(O)CCCC[C@H]2C1	-3%	-1%	12	-2%	-8%	-9%	7%
CC1COc2ccccc2N1C(=O)c1ccc(F)cc1 (stereo not drawn)	-8%	1%	-30	-2%	8%	-7%	-2%
Cc1ccc(Cl)cc1N1CCN(C(=O)Cn2ncc3c4ccccc4n(C)c3c2=O)CC1	14%	-2%	6	/	/	/	/
CCCC1(C(=O)OC)NC(c2ccc(OC)c(OC)c2)C2C(=O)N(c3ccc4c(c3)OCO4)C(=O)C21 (stereo not drawn)	-7%	-9%	-5	4%	?	5%	55%
COc1cccc(CNC(=O)c2ccccc2-c2ccccc2C(=O)O)c1	-13%	-1%	-4	1%	-1%	1%	-23%
Cc1cccc(NC2CCCCC2NS(=O)(=O)c2ccccc2)c1 (stereo not drawn)	-9%	4%	-2	2%	6%	-17%	-41%
O=C(COC(=O)CCSc1ccccc1)NCc1ccccc1Cl	-8%	-12%	12	5%	11%	18%	0%
CN(CCc1ccccc1)C(=O)c1ccc(NC(=O)Cc2cccc(NC(=O)C3CCN(C(=O)CCc4ccccc4)CC3)c2)cc1	/	0%	-26	/	-10%	1%	/
O=C(NCc1ccccn1)Nc1cccc(NC(=O)NCc2ccccn2)c1	-13%	5%	107	6%	-5%	22%	-20%
CC1=C(N2CC2)C(=O)C(CO)=C(N2CC2)C1=O	/	2%	-97*	/	?	9%	/
Cc1cccc2nc(CSc3nnc4ccccn34)cn12	-11%	3%	117	-14%	24%	6%	/
CC(NC(=O)C1CCC(=O)N1Cc1ccc(F)cc1)c1ccc2c(c1)OCCO2 (stereo not drawn)	?	1%	12	6%	4%	2%	1%
COc1nc(OC)nc(N2CCC(C(=O)NCc3ccco3)CC2)n1	-2%	6%	14	3%	22%	-3%	-11%

Compound profiles (already shown).
Entry for O=C(/C=C/c1ccc([N+](=O)[O-])cc1)OCc1cnc(-c2ccccc2)o1 = AmpC inh detg = 0%; TbPYK inhibitor = -7%; HCMV antiviral = 24; LmPK inhibitor = 2%; HCV inh = 8%; AMA1 RON2 block = -2%; AmpC inh no detg = -16%
Entry for Cc1ccc(Cl)cc1N1CCN(C(=O)Cn2ncc3c4ccccc4n(C)c3c2=O)CC1 = AmpC inh detg = 14%; TbPYK inhibitor = -2%; HCMV antiviral = 6; LmPK inhibitor = /; HCV inh = /; AMA1 RON2 block = /; AmpC inh no detg = /
